# High-throughput results from PubChem.
# core dimer inh: blocks dimerization of HCV core protein. 300,000 compounds, 0.33% hits. inhibition, % at 5 µM. AID 1899. TR-FRET GST/Flag-core106 dimerization, 1536-well;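 active = inhibition above the mean of all tested compounds plus 3 SD, set per screening campaign, cut at about 45% in these data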
#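 Assay system: tagged HCV core106 pair (GST and Flag); medium: KF-containing HEPES buffer, pH 7.45, DTT, CHAPS, BSA; also added: Eu donor and XL665 acceptor anti-tag antibodies; dosing: 5 µM single dose; timing: compound-protein-antibody incubation 4 h at 22.5 °C; signal: TR-FRET 671 and 617 nm emission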
# GASC-1 inh: inhibitors of human GASC-1 (JMJD2C) demethylase | GST-JMJD2C(1-420) H3K9me3 demethylation, DELFIA europium | inhibition, % at 2.35 µM | 330,000 compounds, 0.069% hits;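 active = more than half of a compound's replicate wells show inhibition beyond 50%, single wells judged on their own value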;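 also: signal counts dimethyl H3K9 product captured on neutravidin plate; 0% = median of DMSO wells and 100% = 0.3 times that DMSO median; strong numbers were not always called active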
# Target sequence (Q9H3R0 1-420 limits assumed): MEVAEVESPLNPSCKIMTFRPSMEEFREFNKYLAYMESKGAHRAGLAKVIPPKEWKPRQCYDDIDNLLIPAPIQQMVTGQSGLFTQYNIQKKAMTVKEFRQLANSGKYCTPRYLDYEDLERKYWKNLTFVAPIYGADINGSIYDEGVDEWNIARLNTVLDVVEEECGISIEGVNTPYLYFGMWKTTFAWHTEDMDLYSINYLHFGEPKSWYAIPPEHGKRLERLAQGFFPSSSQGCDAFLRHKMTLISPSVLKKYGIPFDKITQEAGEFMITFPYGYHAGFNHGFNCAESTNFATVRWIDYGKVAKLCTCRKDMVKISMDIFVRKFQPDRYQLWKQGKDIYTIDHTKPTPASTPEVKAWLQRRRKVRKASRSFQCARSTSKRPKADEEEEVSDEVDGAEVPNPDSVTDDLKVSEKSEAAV
# Efflux pump mplx: inhibitors of Candida antifungal efflux pumps expressed in yeast. 330,000 compounds, 0.44% hits. inhibition, % at 10 µM. S. cerevisiae Candida pump triplex, Nile Red efflux;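 active = plate passing quality check with inhibition over a set limit, or well fluorescence over plate mean plus 4 SD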;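 also: Nile Red retained in pooled yeast measured as flow cytometry median fluorescence; 0% = buffer negative control and 100% = Enniatin B positive control; higher means more Nile Red kept so more efflux inhibition; some compounds called inactive have numbers as strong as hits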
# TPT1 inhibitor: blocks Candida albicans tRNA 2'-phosphotransferase; inhibition, % at 5 µM; recombinant caTPT1, FP RNA substrate dephosphorylation; 300,000 compounds, 0.81% hits; AID 1962;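 active = inhibition above the mean of all tested compounds plus 3 SD, set per screening campaign, cut at about 24% in these data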;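 also: plate controls were DMSO alone for no effect and ferristatin control at 100 nM for full effect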
# PREPL inhibitor: inhibits the human prolyl oligopeptidase-like enzyme; AID 2751; recombinant PREPL, fluorescence polarization activity-based probe; 320,000 compounds, 0.68% hits; Q4J6C6; inhibition, % at 5.96 µM; in the data active = inhibition above about 43%;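 also: 0% = enzyme with DMSO and 100% = wells lacking enzyme; many of its hits are not listed in these tables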
# LYPLA2 inh: LYPLA2 (human) inhibition in PME1 counter-screen. O95372. recombinant LYPLA2, FP-Rh probe fluorescence polarization. inhibition, % at 5.9 µM. 320,000 compounds, 0.38% hits. AID 2177;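 active = inhibition above the screen-wide mean plus 3 SD, limit set per campaign, cut at about 26% in these data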;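 also: 0% = LYPLA2 with DMSO and 100% = wells lacking LYPLA2 enzyme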
# Fh CTSL1 inh: blocks F. hepatica cathepsin L1 in PFM18AAP counter-screen | recombinant F. hepatica cathepsin L1, Z-Leu-Arg-MCA fluorescence | inhibition, % at 5.96 µM | 300,000 compounds, 0.49% hits;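 active = inhibition above the mean of all tested compounds plus 3 SD, set per screening campaign, cut at about 17% in these data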;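 also: 0% = plate median of test compound wells and 100% = 1 µM Z-Phe-Ala-diazomethylketone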
# PP1 inh: counter-screen for PP5 inhibitors: inhibitors of human PP1-alpha; AID 2235; P62136; 320,000 compounds, 0.9% hits; inhibition, % at 6.7 µM; purified PP1alpha, OMFP fluorescence;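 active = inhibition above the mean inhibition of all tested compounds plus 3 SD, computed separately for each screening campaign, cut at about 15% in these data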
# PP5 primary: inhibitors of human protein phosphatase 5 (PP5); P53041; purified PP5c, OMFP substrate fluorescence; inhibition, % at 6.7 µM; 320,000 compounds, 0.18% hits;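 active = inhibition above the campaign's mean inhibition across all tested compounds plus 3 SD, cut at about 9.5% in these data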;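 also: 0% = DMSO only and 100% = 100 µM cantharidin control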
# Target sequence (P53041 whole entry, looked up): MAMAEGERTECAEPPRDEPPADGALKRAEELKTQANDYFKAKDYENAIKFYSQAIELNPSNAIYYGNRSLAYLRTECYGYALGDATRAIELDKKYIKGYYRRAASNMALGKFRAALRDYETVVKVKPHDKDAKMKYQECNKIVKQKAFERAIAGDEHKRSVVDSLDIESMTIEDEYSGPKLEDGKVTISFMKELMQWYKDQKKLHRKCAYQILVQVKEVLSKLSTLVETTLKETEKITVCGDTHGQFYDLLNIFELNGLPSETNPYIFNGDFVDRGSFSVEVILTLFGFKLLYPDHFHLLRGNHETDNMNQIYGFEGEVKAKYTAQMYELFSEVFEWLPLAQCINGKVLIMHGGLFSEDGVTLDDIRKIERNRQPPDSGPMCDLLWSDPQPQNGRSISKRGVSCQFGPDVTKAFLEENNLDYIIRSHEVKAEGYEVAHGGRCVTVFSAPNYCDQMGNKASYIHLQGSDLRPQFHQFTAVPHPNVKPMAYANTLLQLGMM
# * marks the source's active call; other numbers are inactive results; nt = no result given.
SMILES,core dimer inh,GASC-1 inh,Efflux pump mplx,TPT1 inhibitor,PREPL inhibitor,LYPLA2 inh,Fh CTSL1 inh,PP1 inh,PP5 primary
COc1ccccc1Nc1nnc(SCc2nnc(-c3cc(OC)c(OC)c(OC)c3)o2)s1,7,-9,0.5,3,11,1,-5,3,2.0
COc1ccc(Nc2ncc3c(n2)CC(c2ccccc2)CC3=O)cc1 (stereo not given),12,-1,-0.2,-2,16,-1,-4,7,4.2
CSc1ncc(-c2ccc(Cl)cc2)[nH]1,4,-1,-0.1,-3,3,6,-2,-1,4.0
Cc1ccccc1NC(=O)C1CC(=O)N(c2ccccc2F)C1 (stereo not given),1,4,0.1,3,4,4,9,-4,0.0
COc1ccc(CNCC(O)(c2ccc(F)cc2)c2ccc(F)cc2)cc1OC,-1,0,0.0,-2,6,1,-2,5,0.7
O=C(Nc1cccc(-n2cnnn2)c1)c1cnccc1Cl,-1,9,-0.1,0,6,5,-2,0,1.6
CC1CCC/C(=C\Nc2ccc(O)cc2)C1=O (stereo not given),-2,-4,-0.1,-1,24,12,0,10,4.3
Cc1ccc(OCC(=O)NCc2n[nH]c(=O)c3ccccc23)cc1,0,-2,0.1,2,0,4,-3,-3,0.9
NC(=S)N/N=C1/CCSc2ccc3ccccc3c21,2,-7,-0.1,-1,5,9,25*,-3,4.5
Cc1ccc(F)cc1CNC(=O)c1cc(COc2ccc3ncccc3c2)on1,3,-6,0.2,-1,-2,46*,3,2,2.0
CC(=O)Nc1ccc(N2CCOCC2)c(C(=O)Nc2cccc(C)c2)c1,-7,-1,-0.1,-1,16,-2,4,12,-2.0
N#Cc1cnc(SCC(=O)N2CCCCC2)nc1N,5,-5,0.0,-1,-2,9,2,-5,1.6
c1ccc(OCc2nnc3sc(C4COc5ccccc5O4)nn23)cc1 (stereo not given),51*,7,0.4,2,-19,-3,-5,-14,3.0
Cc1ccc2c(CC(=O)OCn3nnc4ccccc4c3=O)coc2c1,2,11,0.1,4,-8,2,-44,-2,-2.6
CSc1nc(O)c(C(c2ccc(F)cc2)c2c(O)nc(SC)[nH]c2=O)c(=O)[nH]1,-2,4,-0.2,-3,9,3,-1,2,1.0
COc1cccc(NS(=O)(=O)c2c(C)cc(C)cc2C)c1,1,3,0.3,2,-8,-1,0,1,3.2
COc1cc(/C=C/C(=O)OCc2c(C)noc2C)ccc1OC(F)F,1,4,0.0,-2,-10,4,-2,-1,3.3
COC(=O)C1CCN(Cc2cn(Cc3ccccc3)nc2-c2cc3ccccc3o2)CC1,0,3,0.1,-3,2,8,3,0,2.6
CCCS(=O)(=O)c1c(S(=O)(=O)CCC)c2cnccn2c1C(=O)c1ccc(Cl)cc1,9,-19,0.0,-2,-1,-2,3,0,0.8
CCOc1ccccc1NC(=O)CN1CCC(C(=O)c2ccc(OC)cc2)CC1,5,14,0.0,-1,3,1,-2,-3,0.9
CCn1cc(S(=O)(=O)NC2CCCCC2)cn1,5,-4,-0.1,2,-4,17,-1,2,-1.5
CSc1nnc(C2CCCN(CC(=O)Nc3ccccc3N3CCOCC3)C2)n1C(C)C (stereo not given),10,1,-0.1,-2,3,-3,-2,1,0.7
COc1ccc(CCN(C)C(=S)Nc2ccc(SC(F)F)cc2)cc1OC,-6,-14,0.8,-2,-3,-1,-2,-1,-2.5
C=CCN(c1ccc(F)cc1)S(=O)(=O)c1cc(C(=O)OCC(=O)N(C)C2CCS(=O)(=O)C2)ccc1Cl (stereo not given),0,14,0.0,1,-5,2,14,-5,1.3
Cc1ncc(/C=C2\C(=O)Nc3ccccc32)[nH]1,-12,-4,-0.1,3,0,2,3,-3,0.1

# Whole records from above. Order of values: core dimer inh, GASC-1 inh, Efflux pump mplx, TPT1 inhibitor, PREPL inhibitor, LYPLA2 inh, Fh CTSL1 inh, PP1 inh, PP5 primary
# COc1ccc(CNCC(O)(c2ccc(F)cc2)c2ccc(F)cc2)cc1OC is listed as -1, 0, 0.0, -2, 6, 1, -2, 5, 0.7
# CSc1nc(O)c(C(c2ccc(F)cc2)c2c(O)nc(SC)[nH]c2=O)c(=O)[nH]1 is listed as -2, 4, -0.2, -3, 9, 3, -1, 2, 1.0
# CCOc1ccccc1NC(=O)CN1CCC(C(=O)c2ccc(OC)cc2)CC1 is listed as 5, 14, 0.0, -1, 3, 1, -2, -3, 0.9

# Random excerpt: 6 entries already listed.
SMILES,core dimer inh,GASC-1 inh,Efflux pump mplx,TPT1 inhibitor,PREPL inhibitor,LYPLA2 inh,Fh CTSL1 inh,PP1 inh,PP5 primary
COc1ccccc1Nc1nnc(SCc2nnc(-c3cc(OC)c(OC)c(OC)c3)o2)s1,7,-9,0.5,3,11,1,-5,3,2.0
CCCS(=O)(=O)c1c(S(=O)(=O)CCC)c2cnccn2c1C(=O)c1ccc(Cl)cc1,9,-19,0.0,-2,-1,-2,3,0,0.8
O=C(Nc1cccc(-n2cnnn2)c1)c1cnccc1Cl,-1,9,-0.1,0,6,5,-2,0,1.6
COC(=O)C1CCN(Cc2cn(Cc3ccccc3)nc2-c2cc3ccccc3o2)CC1,0,3,0.1,-3,2,8,3,0,2.6
c1ccc(OCc2nnc3sc(C4COc5ccccc5O4)nn23)cc1 (stereo not given),51*,7,0.4,2,-19,-3,-5,-14,3.0
COc1cc(/C=C/C(=O)OCc2c(C)noc2C)ccc1OC(F)F,1,4,0.0,-2,-10,4,-2,-1,3.3

# Carrying on:
SMILES,core dimer inh,GASC-1 inh,Efflux pump mplx,TPT1 inhibitor,PREPL inhibitor,LYPLA2 inh,Fh CTSL1 inh,PP1 inh,PP5 primary
CCC(=O)N1CCc2cc(Br)cc(S(=O)(=O)N(C)c3ccc(OC)cc3OC)c21,9,-1,0.2,11,6,-3,0,0,1.3
Cc1ccnc(NCc2c(O)ccc3ccccc23)c1,3,3,0.1,1,-11,-7,0,0,0.3
O=C(c1nc2ccccn2c1CN1CCCC(c2nc3ccccc3o2)C1)N1CCCC1 (stereo not given),-1,-13,-0.1,1,24,3,1,-1,-1.6
C=CCn1c(SCC(=O)c2ccccc2)nnc1-c1cc2ccccc2o1,15,5,-0.3,2,-25,-5,6,2,3.3
CC(=O)Nc1ccccc1C(=O)C(=O)Nc1ccc(C(=O)N2CCOCC2)cc1,5,-3,0.2,2,0,1,5,-2,3.9
Cc1nn(-c2ccccc2)c2c1C(c1ccco1)C(C#N)=C(N)O2 (stereo not given),-4,7,0.0,2,19,-1,1,-3,1.0
CC(=O)N1CCSc2ccc(S(=O)(=O)NCCc3ccc(C)cc3)cc21,-3,3,0.2,2,-10,13,0,1,2.1
CC(C)(C)NC(=O)NC(=O)COC(=O)c1nc(-c2ccccc2)n(-c2cccc(C(F)(F)F)c2)n1,4,7,0.1,-4,-28,0,-2,7,7.7
COc1ccc(S(=O)(=O)N(C)C)cc1NC(=O)[C@H](Cc1ccccc1)N1C(=O)c2ccccc2C1=O,21,11,0.2,-1,-28,-10,-2,-1,0.5
CCOc1ccc(NS(=O)(=O)N(C)C)cc1,-3,-18,-0.1,0,-1,9,1,0,-0.8
COc1ccc(CNC(=S)N2CCN(Cc3ccccc3)CC2)cc1,2,-14,0.3,1,0,5,3,-4,1.4
Cc1ccc(-n2nc3c(c2NC(=O)c2cc4ccccc4o2)CS(=O)(=O)C3)cc1,2,-2,-0.2,-5,-30,0,0,3,1.2
CCCC(=O)NC(=S)Nc1ccccc1C(F)(F)F,0,-24,0.0,0,0,-4,2,-3,1.8
CCOc1cc2c(cc1OCC)C(c1ccccc1)N(c1ccc(C(=O)O)cc1)C(=O)C2 (stereo not given),3,2,-0.1,0,2,1,1,-3,-0.1
O=C(NCc1ccccc1F)C1CCC(=O)N(Cc2ccc(Cl)cc2)C1 (stereo not given),-4,3,0.0,-3,-5,-9,-2,1,-2.3
COC(=O)c1cc2cc(NS(=O)(=O)c3ccc(C)cc3)ccc2s1,8,-1,0.2,5,-18,-9,0,4,3.6
CC(C)c1ccc(/C=N/NC(=O)CN(c2cccc(Cl)c2Cl)S(C)(=O)=O)cc1,11,-13,0.2,-2,-15,-17,3,4,6.2
CCOc1ccc(NC(=O)CN2CCN(c3ccccc3C)CC2)cc1S(=O)(=O)N1CCCC1,nt,-3,-0.1,nt,38,4,nt,-2,3.3
O=C(O)c1ccc(S(=O)(=O)c2ccc3c(c2)C(=O)N(c2ccc(Br)cc2)C3=O)cc1,5,6,-0.2,-1,-2,8,-3,1,-0.3
CC(C)(C)c1cc(C(=O)N/N=C/c2ccc(F)cc2)n(-c2ccccc2)n1,2,-1,0.0,-1,-8,-4,-2,2,0.5
O=S(=O)(c1cccc2nsnc12)N1CCN(C/C=C\c2ccccc2)CC1,-4,55,0.0,-3,32,-1,-1,1,2.7
N#Cc1ccccc1OCC(=O)Nc1ccccc1C(=O)NC1CC1,1,-6,0.0,1,4,-4,-2,-8,-2.6
CCOC(=O)c1cnc2ccc(C)cc2c1OCc1cc(F)cc(F)c1,2,2,-0.1,2,-9,-5,1,0,-0.4
O=C(Nc1c(Cl)cc(Cl)cc1C(=O)NCCN1CCOCC1)c1cccc([N+](=O)[O-])c1,0,-8,0.1,0,-2,-3,-2,-5,2.4
Cc1ccc(S(=O)(=O)N2[C@@H](c3ccccc3F)C(C(=O)O)=CC[C@H]2c2ccc(C(C)C)cc2)cc1,20,1,0.0,1,-3,0,-1,11,4.2
# New compounds follow:
SMILES,core dimer inh,GASC-1 inh,Efflux pump mplx,TPT1 inhibitor,PREPL inhibitor,LYPLA2 inh,Fh CTSL1 inh,PP1 inh,PP5 primary
CCCCC1S/C(=N/N=C/c2ccco2)NC1=O (stereo not given),-5,-10,-0.1,3,4,-1,3,-3,0.5
Cc1cccn2c(/C=N/OCc3ccc(F)cc3)c(-c3ccc(Cl)cc3)nc12,9,-15,0.4,-4,6,2,0,1,3.8
COC1CCN(C(=O)c2ccc(OC3CCN(Cc4ccccn4)CC3)cc2)CC1,-5,-4,0.0,-4,21,2,2,-2,-0.9
CCOC(=O)CNC(=S)N1CCn2c(nc3ccccc32)C1,9,0,0.1,0,-14,5,-2,-2,1.1
O=C1OC(Cc2ccccn2)C(=O)C1=C1SCCS1 (stereo not given),6,5,0.1,-4,-6,8,-1,-4,1.5
O=C(O)C1C2CCC(O2)C1C(=O)Nc1cnn(Cc2ccccc2)c1 (stereo not given),1,4,0.0,-3,3,1,-2,24*,41*
Cc1ccc(-n2c(C)nc3c(cnn3-c3ccc(F)cc3)c2=O)cc1,-1,-2,0.0,0,9,6,3,-3,-1.0
COc1cccc2c(=O)cc(C)n(CC(=O)Nc3cccc(C)c3)c12,-4,1,0.2,2,-12,9,-9,0,2.5
COc1cc(/C=N\NC(=O)c2ccc(Cl)cc2)ccc1Oc1ccc([N+](=O)[O-])cn1,5,6,0.0,-2,-75,11,-1,-4,-0.8
COc1ccc(OC)c(/C=C/C(=O)Nc2ccc(OC)nc2)c1,-2,2,0.0,-5,18,-3,12,9,-1.0
O=[N+]([O-])c1ccc(F)cc1F,nt,4,0.3,nt,2,-7,nt,-1,3.2

# The list is partial; count on the stated rates, not on these rows.
